HepG2 viability – qHTS for Inhibitors of TGF-b: Cytotox Counterscreen. HepG2 CAGA-GFP viability, ATP luminescence, 18 h. Potency, µM (series often up to 46.1 µM), inactives show top-dose activity change, negative = cytotoxicity, most hits filed as cytotoxic. actives 0.76% (n = 410,000). AID 588856, 2011; also: potency is read from the fitted curve at half-maximal effect; some results filed as inactive show a strong effect at the top dose
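HepG2 CAGA-GFP cells (1000/well, DMEM with 1% FBS) received compound, then TGF-beta at 500 pg/mL final, and were incubated 18 hours at 37 degrees C. Viability was read by CellTiter-Glo luminescence. Media-only wells were set as complete cell-killing and DMSO as no toxicity.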
MCF10A rereplic – A quantitative high throughput screen for small molecules that induce DNA re-replication in MCF 10a normal breast cells | MCF 10A DNA re-replication, Hoechst nuclear intensity, 48 h | Potency, µM (series often up to 46.1 µM), for inactives: at the highest dose activity, positive = re-replication, actives largely listed as activators | actives 2.9% (n = 350,000); also: potency is read from the fitted curve at half-maximal effect; % of control where 0% means no effect; nearly all actives have a fitted effect of over 50% in size
Nrf2 block – Nrf2 qHTS screen for inhibitors; A549 ARE-Fluc reporter, luciferase luminescence, 18-24 h; Potency, µM (titrated, usually from 46 µM), for the others: at the top dose activity change, negative = inhibition, actives largely listed as inhibitors; actives 2.1% (n = 360,000); also: potency is read from the fitted curve at half-maximal effect; % is scaled to controls: 0 for no effect and ±100 for the full control effect; nearly all actives have a fitted effect of over 60% in size
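Cells were seeded and rested 2 h, then exposed to compounds for 18-24 h. CellTiter-Fluor was read first as a viability measure. BugLite was added 15 min before the final luminescent read of ARE-luciferase activity in A549 cells.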
TGFb SMAD3 inh – qHTS for Inhibitors of TGF-b; Potency, µM (titrated, usually from 46.1 µM), for the others: at the highest dose activity, negative = inhibition, usual class: inhibitors; HepG2 CAGA-GFP TGF-b/SMAD3 reporter, GFP fluorescence, 18 h; TGF-beta stimulated, 500 pg/mL final; actives 1.2% (n = 410,000); AID 588855, 2011; also: potency is read from the fitted curve at half-maximal effect; % is scaled to controls: 0 for no effect and ±100 for the full control effect; nearly all actives have a fitted effect of over 65% in size
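Using HEPG2 CAGA-GFP reporter cells at 1000 cells/well, we pinned test compounds, stimulated with recombinant TGF-beta (500 pg/mL final) and measured total well GFP after 18 h.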
IL-1B inflam inh – qHTS for Inhibitors of Inflammasome Signaling: IL-1-beta AlphaLISA Primary Screen; THP-1 LPS/ATP IL-1B secretion, AlphaLISA, 16 h; hits give low values; activity change, % at 57.5 µM; actives 4.7% (n = 360,000); AID 743279, 2014; in the data active = activity change below about -50%; inconclusive = mostly about -30% to -49%; also: % is scaled to controls: 0 for no effect and ±100 for the full control effect
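Secreted IL-1B measured by AlphaLISA bead assay after 16 h compound exposure of THP-1 cells; compounds (final up to 57.5 uM) added 1 h before LPS (250 ng/mL) and ATP (1.25 mM) stimulation; lower signal means less secretion.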
Nrf2 activator – qHTS of Nrf2 Activators. AREc32 ARE-luciferase reporter (MCF7-derived line), luminescence, 24 h. Potency, µM (titrated, usually from 46.1 µM), for the others: at the top dose activation, hits mostly activators. actives 0.31% (n = 410,000). AID 624171, 2012; also: potency is read from the fitted curve at half-maximal effect; % of control where 0% means no effect; nearly all actives have a fitted effect of over 65% in size
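Luminescent ARE reporter assay in AREc32_Fluc cells: overnight plating at 37 deg C, 24 hr compound incubation, Steady-Glo added, 30 min RT before reading.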
ATXN2 expr inh – Primary qHTS for Inhibitors of ATXN expression; HEK-293 ATXN2-luciferase reporter, luminescence, 24 h; Potency, µM (highest dose often 57 µM), for the others: at the top dose activity change, negative = inhibition, hits mostly inhibitors; actives 0.72% (n = 360,000); AID 1745845, 2022; also: potency is read from the fitted curve at half-maximal effect; % is scaled to controls: 0 for no effect and ±100 for the full control effect; nearly all actives have a fitted effect of over 55% in size
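qHTS (up to 57 uM final) was run with 24 h compound exposure of reporter cells at 37 °C. Each well was multiplexed: SteadyGlo luminescence measured ATXN2-luciferase expression after a fluorogenic Gly-Phe-AFC viability readout (25 uM final).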
S2 tox – Viability Counterscreen for Primary qHTS for Inhibitors of ATXN expression; S2 cells (HEK-293 line with an ATXN2-luciferase reporter) viability, CellTiter-Fluor protease fluorescence, 24 h; Potency, µM (top dose mostly 56.7 µM), hits mostly cytotoxic; actives 0.49% (n = 400,000); AID 651635, 2014; also: potency is read from the fitted curve at half-maximal effect; nearly all actives have a fitted effect of over 40% in size
A549 tox – Nrf2 qHTS screen for inhibitors: counterscreen for cytotoxicity; actives 0.16% (n = 390,000); Potency, µM (series often up to 46 µM), without a hit: at the highest dose activity change, negative = cytotoxicity, hits mostly inhibitors; A549 ARE-Fluc cells, CellTiter-Fluor viability, 18-24 h; also: potency is read from the fitted curve at half-maximal effect; % is scaled to controls: 0 for no effect and ±100 for the full control effect
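Cytotoxicity counterscreen: CellTiter-Fluor fluorescence was measured in A549 ARE_Fluc cells after 18-24 h of compound exposure in a concentration series. The subsequent BugLite luminescent read reports ARE-luciferase activity.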
* marks the source's active call; other numbers are inactive results; i = inactive; ? = inconclusive; . = no result given; [ ] = remark or other dose. Unless noted, calls follow the shape of the dose curve; as a rule, active = well fitted curve in the direction sought with a large enough effect; inconclusive = small, poorly fitted or top-dose-only effect, or another doubt; inactive = no such curve, though single readings can be large; an effect the other way counts as inactive or inconclusive.

Start of the listing, in advance:
SMILES	HepG2 viability	MCF10A rereplic	Nrf2 block	TGFb SMAD3 inh	IL-1B inflam inh	Nrf2 activator	ATXN2 expr inh	S2 tox	A549 tox
CC(=O)N/N=C\c1cccc(OC/C=C/c2ccccc2)c1	-33.3%	22.6%	?	-23.6%	-9.4	-1.0%	7.3%	i	2.3%
CCc1cccc(C)c1NC(=O)CSc1nnc(Cc2csc(C)n2)o1	23.0%	1.3%	-18.4%	4.5%	5.8	0.7%	-10.3%	i	2.4%
CC1(C(=O)NS(=O)(=O)Cc2cccc(Cl)c2)CCN1C(=O)Cc1cccs1 (stereo unspecified)	-56.1%	.	.	-6.7%	5.0	-0.1%	-5.6%	i	.
Cc1nnc2c(NC(C)C)nc3ccccc3n12	-1.0%	7.0%	-15.9%	18.2%	-12.2	11.4%	35.1%[activator]	i	-3.7%
COc1ccc(OCc2nc3ccc(S(=O)(=O)Nc4ccccc4Cl)cc3[nH]2)cc1	-18.8%	?	-9.0%	-3.2%	-51.0*	3.0%	-19.9%	i	-1.1%
CCc1ccc(S(=O)(=O)Nc2nnc(N)s2)cc1	1.5%	4.5%	4.9%	-6.3%	-3.0	-0.4%	-0.4%	?	0.0%
O=C(CSCC(=O)Nc1ccc2ccccc2c1)NCc1ccccc1	-4.1%	9.7%	16.4%	-2.6%	8.7	0.0%	-22.3%	i	-11.6%

The list itself, from the start:
SMILES	HepG2 viability	MCF10A rereplic	Nrf2 block	TGFb SMAD3 inh	IL-1B inflam inh	Nrf2 activator	ATXN2 expr inh	S2 tox	A549 tox
CC(=O)N/N=C\c1cccc(OC/C=C/c2ccccc2)c1	-33.3%	22.6%	?	-23.6%	-9.4	-1.0%	7.3%	i	2.3%
CCc1cccc(C)c1NC(=O)CSc1nnc(Cc2csc(C)n2)o1	23.0%	1.3%	-18.4%	4.5%	5.8	0.7%	-10.3%	i	2.4%
CC1(C(=O)NS(=O)(=O)Cc2cccc(Cl)c2)CCN1C(=O)Cc1cccs1 (stereo unspecified)	-56.1%	.	.	-6.7%	5.0	-0.1%	-5.6%	i	.
Cc1nnc2c(NC(C)C)nc3ccccc3n12	-1.0%	7.0%	-15.9%	18.2%	-12.2	11.4%	35.1%[activator]	i	-3.7%
COc1ccc(OCc2nc3ccc(S(=O)(=O)Nc4ccccc4Cl)cc3[nH]2)cc1	-18.8%	?	-9.0%	-3.2%	-51.0*	3.0%	-19.9%	i	-1.1%
CCc1ccc(S(=O)(=O)Nc2nnc(N)s2)cc1	1.5%	4.5%	4.9%	-6.3%	-3.0	-0.4%	-0.4%	?	0.0%
O=C(CSCC(=O)Nc1ccc2ccccc2c1)NCc1ccccc1	-4.1%	9.7%	16.4%	-2.6%	8.7	0.0%	-22.3%	i	-11.6%
COc1ccc(Oc2nc(Oc3ccc(OC)cc3)nc(Oc3ccc(OC)cc3)n2)cc1	1.0%	6.8%	2.0%	13.5%	27.3	0.3%	2.9%	i	-1.6%
COc1ccc(OC)c(NC(=O)c2nnn(Cc3ccc(Br)cc3F)c2N)c1	-20.6%	0.2%	1.3%	-2.4%	-25.8	4.2%	-7.5%	i	11.9%
COc1ccc(CCC(=O)NC2CCCCC2)cc1	0.1%	-19.1%	1.3%	-7.7%	4.5	0.4%	-2.9%	i	-0.2%
Cc1nc2ccccc2c(=O)n1NC(=O)C1CC1	1.2%	-12.4%	2.6%	-2.4%	0.0	-0.3%	-20.9%	?	0.0%
COc1ccc(-n2nc(C(=O)NCc3ccco3)c3c4ccccc4n(C)c3c2=O)cc1Cl	7.9%	20.9%	15.4%	-2.7%	44.3	12.7%	0.3%	i	-4.0%
COC(=O)[C@]1(Cc2ccccc2)N[C@H](CN(C)C(=O)c2ccc(F)cc2)[C@@H]2C(=O)N(C)C(=O)[C@@H]21	4.3%	13.9%	-6.0%	7.3%	11.3	-0.2%	4.1%	i	7.8%
CCc1cccc(CC)c1NC(=S)NCCc1c(C)[nH]c2ccccc12	-24.2%	?	?	?	-20.8	-1.3%	?	i	4.0%
Cc1cc(-c2csc(NC(=O)c3cccc(S(=O)(=O)N(C)C)c3)n2)c(C)n1-c1ccccc1	17.7%	2.9%	0.5%	-13.4%	6.3	-0.3%	0.0%	i	0.3%
COc1cc(C(=O)Nc2ccccc2N2CCCCC2)cc(OC)c1OC	-27.2%	20.2%	?	?	-20.1	4.2%	-23.6%	i	1.7%
C#CCOCCOCCOCCNc1nc(N2CCN(C(=O)[C@H](CC(N)=O)n3cc([C@@H](N)C(C)C)nn3)CC2)nc(N2CCN(C(=O)[C@H](CC(N)=O)n3cc([C@@H](N)C(C)C)nn3)CC2)n1	0.7%	-9.9%	-8.0%	-4.7%	18.8	-1.8%	0.5%	i	-1.8%
CC(C)[C@@H](C(=O)NCC1CCC(C(=O)O)CC1)n1nnc2ccccc2c1=O (stereo partly specified)	-32.3%	1.8%	-11.1%	4.9%	-1.5	-0.2%	-19.2%	i	-5.8%
CCOc1ccccc1C(=O)Nc1cccc(-c2nnc(-c3ccccc3)o2)c1	0.8%	-1.3%	?	-8.2%	34.4	-0.4%	.	.	-5.0%
Cc1c(NC(=O)c2cccnc2Cl)c(=O)n(-c2ccccc2)n1C	-6.7%	-0.9%	4.5%	-6.1%	12.8	-0.8%	-8.9%	i	1.3%
C/C=C/c1ccc(OCCn2cncn2)c(OC)c1	-11.1%	1.7%	-8.4%	0.1%	-2.3	-0.5%	1.4%	?	-8.7%
C=CCn1c(=N)n(CC(O)c2ccco2)c2ccccc21 (stereo unspecified)	0.3%	-6.2%	5.6%	-1.5%	11.1	2.3%	-5.3%	i	1.0%
CCOc1ccc(NS(=O)(=O)c2ccc(C(=O)NCC(c3ccco3)N3CCCCC3)cc2)cc1 (stereo unspecified)	-16.5%	.	.	-30.7%	-10.9	6.3%	.	i	.
O=C(Nc1cc(C(F)(F)F)ccc1F)C1CCCC1	2.9%	22.9%	-11.1%	-2.5%	-2.0	0.4%	0.6%	i	4.9%
CCCn1nnnc1COc1ccc(C(N)=O)cc1	6.9%	1.6%	-6.1%	-9.2%	20.1	-0.3%	10.7%	i	-0.5%
COC(=O)[C@@]1(Cc2ccc(F)cc2)[C@H]2c3cc(C(=O)N(C)C)n(C)c3C[C@H]2CN1C(=O)c1ccccc1	.	.	.	.	-6.9	3.6%	-12.6%	i	.
COC(=O)N/N=C/c1ccc(OC(=O)c2ccco2)c(OC)c1	0.9%	0.0%	1.9%	12.2%	7.3	3.3%	1.8%	i	0.6%
O=C(Nc1ccc(Cl)cc1)c1cccc(OC(=S)N2CCOCC2)c1	-30.5%	10.5%	23.1µM*	?	-0.1	2.7%	-25.6%	?	-12.9%
CCCCOc1cccc(C(=O)N(Cc2ccccc2)C2CCS(=O)(=O)C2)c1 (stereo unspecified)	-9.4%	3.9%	?	-21.8%	-10.9	-0.7%	-8.2%	i	0.6%
COc1ccccc1CNC(=O)C(C)Oc1ccccc1 (stereo unspecified)	7.2%	11.0%	2.3%	-0.1%	11.2	-0.3%	-4.1%	i	6.9%
O=C(Nc1ccc(F)cc1)c1ccc2c(c1)S(=O)(=O)N=C1CCCCCN12	-3.1%	10.6%	0.8%	-16.9%	6.8	-0.7%	-6.2%	i	0.7%
CCCCCCCc1ccc(-c2ccc(O)cc2)nc1	-41.3%	?	?	?	?	5.5%	48.0%[activator]	i	-7.1%
O=C(NC1CCCc2ccccc21)C1CCC(CNS(=O)(=O)c2cccc3nsnc23)CC1 (stereo unspecified)	-12.2%	?	-3.5%	-23.1%	46.6	-0.1%	-22.3%	i	4.4%
COC(=O)CCC(=O)c1oc2ccccc2c1NC(=O)CCCN1C(=O)c2ccccc2C1=O	13.7%	2.7%	8.2%	0.2%	14.8	-0.3%	-2.9%	i	-8.5%
COc1ccc(C(=O)NC2CCN(C(=S)Nc3cccc(C)c3)CC2)cc1	10.2%	-4.2%	1.3%	-1.9%	-1.9	-0.8%	-7.6%	?	-4.8%
Fc1ccc(F)c(CNc2ncnc3cc(Cl)ccc23)c1	-20.7%	4.7%	3.6%	0.0%	?	5.8%	?	i	-2.8%
CC(C)Cc1nnc(NC(=O)CSc2nc(-c3ccccc3)cc(=O)[nH]2)s1	1.8%	-11.7%	-18.5%	3.7%	51.6	-0.7%	3.6%	i	-2.9%
Cc1cccc2c1cnn2C(=O)Nc1ccc(Br)cc1F	9.1%	-0.6%	?	17.9%	2.3	-0.2%	57.9%[activator]	i	-0.2%
COc1ccc(/C=C2\CCCC3C2=NN(C(=O)c2scnc2C)C3c2ccc(OC)cc2)cc1 (stereo unspecified)	-15.7%	-2.1%	.	10.7%	?	-0.7%	-28.9%	i	-13.6%
COc1ccccc1Nc1cc(C(=O)NCc2cccnc2)c2ccccc2n1	11.8%	14.0%	?	11.7%	29.8	2.5%	13.3%	i	-10.1%

Source: PubChem
